OX1R antag-1: human HCRTR1 antagonism | O43613 | 0.43% of 330,000 active | inhibition, % at 5 µM | AID 434989 | CHO/OX1R cells, Fluo-8 calcium fluorescence, orexin A;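 active = inhibition above its plate's threshold, mean inhibition of all tested compounds on the plate plus 3 SD, cut at about 37% in these data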;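 also: 0% = orexin A challenge wells and 100% = SB-334867-A antagonist wells; not every result past the cut was called active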
Target sequence (O43613 whole entry, looked up): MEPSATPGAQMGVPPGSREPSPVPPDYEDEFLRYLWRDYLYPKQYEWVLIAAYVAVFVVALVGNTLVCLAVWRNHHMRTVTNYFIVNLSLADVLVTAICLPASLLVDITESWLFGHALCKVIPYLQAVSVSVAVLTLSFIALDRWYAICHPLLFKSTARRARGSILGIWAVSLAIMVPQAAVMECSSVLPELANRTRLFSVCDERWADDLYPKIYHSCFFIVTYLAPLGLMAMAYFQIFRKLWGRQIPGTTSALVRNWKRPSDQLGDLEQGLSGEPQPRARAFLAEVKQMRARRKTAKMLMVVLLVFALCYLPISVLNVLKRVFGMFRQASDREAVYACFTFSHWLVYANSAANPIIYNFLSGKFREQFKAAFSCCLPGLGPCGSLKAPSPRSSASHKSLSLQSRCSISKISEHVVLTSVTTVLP
OX1R antag-2: blocks the human orexin 1 receptor | O43613 | OX1R-expressing cells, FRET antagonist read-out | inhibition, % at 6.6 µM | 1.8% of 330,000 active | AID 485270; in the data active = inhibition mostly above about 38%, no sharp cut-off; inactive = mostly below about 40%;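 also: 0% = agonist challenge alone and 100% = reference antagonist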
* marks the source's active call; other numbers are inactive results.

item	OX1R antag-1	OX1R antag-2	canonical_smiles
1	-11	0	CSc1ccccc1OCc1cc(C(=O)NC2CCOC2)no1 (stereo unspecified)
2	-11	-6	COc1ccc(NS(=O)(=O)c2cccc(C(=O)NNC(=O)NCCCl)c2)cc1
3	-10	21	O=C(O)[C@H]1CCCC[C@H]1C(=O)Nc1ccc(S(=O)(=O)N2CCOCC2)cc1
4	-24	16	CCOC(=O)C1CCN(C(=O)CCC(=O)NCCc2ccc(Cl)cc2)CC1
5	4	2	O=[N+]([O-])c1ccc(N2CCN(c3nc(-c4ccc(Cl)cc4)cs3)CC2)cc1
6	-13	6	COc1ccc(/C=C/C(=O)NC(C)(C)C)cc1S(=O)(=O)N1CCOCC1
7	10	5	C=CCNC(=O)C(C)N1C(=O)c2ccccc2C1=O (stereo unspecified)
8	-11	7	Cc1cc(C(=O)N/N=C/c2ccc(-c3cccc(Br)c3)o2)n[nH]1
9	-10	17	Cc1ccc(C)c(NC(=O)CSc2nnc(-c3ccccc3)o2)c1
10	-33	25	CCOc1nc(NCCN2CCOCC2)nc(Nc2ccc([N+](=O)[O-])cc2)n1
11	0	3	CCO[C@H]1OC(C(=O)N2CCN(C)CC2)=C[C@@H](c2coc3ccccc3c2=O)[C@@H]1CCCO
12	-14	42	CN1C(=O)/C(=C/c2cccc(Cl)c2)Sc2ccc(C(=O)NCc3cccnc3)cc21
13	-15	2	O=C(CSc1n[nH]c(-c2cccs2)n1)N1CCOCC1
14	-25	10	CC(NS(=O)(=O)c1ccc(Br)cc1)C(c1cccs1)N1CCOCC1 (stereo unspecified)
15	9	-2	CCCCC(CC)C(=O)Nc1ccc(S(=O)(=O)Nc2nccs2)cc1 (stereo unspecified)

item	OX1R antag-1	OX1R antag-2	canonical_smiles
16	6	23	Cc1nnc(SCc2nc3ccccc3nc2C)s1
17	-1	10	Brc1ccc(-c2nc(-c3ccccc3)no2)o1
18	-33	12	COc1ccc(Br)cc1/C=C\C(=O)NCc1cccnc1
19	-17	3	Cc1ccc(CNC(=O)C2CCC(=O)N2Cc2ccc(C)cc2)cc1 (stereo unspecified)
20	-3	2	CN(C)/C=C1\C(=O)N(C)N=C1C(F)(F)F
21	-25	18	O=C(Nc1ccccc1Oc1cccnc1)C1CCCN(C/C=C/c2ccc(F)cc2)C1 (stereo unspecified)
22	-5	9	CCN(CC)C(=O)C1CCCN(Cc2ccc(N(C)C)cc2)C1 (stereo unspecified)
23	-22	47	CSc1ccc(S(=O)(=O)NCC(=O)OCC(=O)NC2(C#N)CCCCC2)cc1[N+](=O)[O-]
24	-6	9	O=C1NC(NS(=O)(=O)c2ccc(Cl)cc2)(C(F)(F)F)C(=O)N1CCc1ccccc1 (stereo unspecified)
25	-27	15	CCCn1c2ccc(F)cc2c2nnc(NN)nc21
26	-20	3	Cc1ccccc1N1CCN(C2CCCN(C(=O)c3csc(C(C)C)n3)C2)CC1 (stereo unspecified)
27	-27	27	O=C(NC1CCCCCCC1)C1c2ccccc2C(=O)N1Cc1cccs1 (stereo unspecified)
28	-18	-1	Cc1cc(NC(=O)CSc2nnc(NCc3ccco3)s2)no1
29	-27	1	CN1C(=O)/C(=C\c2ccccc2F)Sc2ccc(C(=O)NC3CCN(Cc4ccccc4)CC3)cc21
30	-6	12	O=C(CN1CCOCC1)Nc1ncccn1

Some of these compounds in order of formula weight, highest first.
item	OX1R antag-1	OX1R antag-2	canonical_smiles
29	-27	1	CN1C(=O)/C(=C\c2ccccc2F)Sc2ccc(C(=O)NC3CCN(Cc4ccccc4)CC3)cc21
23	-22	47	CSc1ccc(S(=O)(=O)NCC(=O)OCC(=O)NC2(C#N)CCCCC2)cc1[N+](=O)[O-]
24	-6	9	O=C1NC(NS(=O)(=O)c2ccc(Cl)cc2)(C(F)(F)F)C(=O)N1CCc1ccccc1 (stereo unspecified)
12	-14	42	CN1C(=O)/C(=C/c2cccc(Cl)c2)Sc2ccc(C(=O)NCc3cccnc3)cc21
2	-11	-6	COc1ccc(NS(=O)(=O)c2cccc(C(=O)NNC(=O)NCCCl)c2)cc1
26	-20	3	Cc1ccccc1N1CCN(C2CCCN(C(=O)c3csc(C(C)C)n3)C2)CC1 (stereo unspecified)
5	4	2	O=[N+]([O-])c1ccc(N2CCN(c3nc(-c4ccc(Cl)cc4)cs3)CC2)cc1
3	-10	21	O=C(O)[C@H]1CCCC[C@H]1C(=O)Nc1ccc(S(=O)(=O)N2CCOCC2)cc1
4	-24	16	CCOC(=O)C1CCN(C(=O)CCC(=O)NCCc2ccc(Cl)cc2)CC1
10	-33	25	CCOc1nc(NCCN2CCOCC2)nc(Nc2ccc([N+](=O)[O-])cc2)n1
27	-27	27	O=C(NC1CCCCCCC1)C1c2ccccc2C(=O)N1Cc1cccs1 (stereo unspecified)
6	-13	6	COc1ccc(/C=C/C(=O)NC(C)(C)C)cc1S(=O)(=O)N1CCOCC1
18	-33	12	COc1ccc(Br)cc1/C=C\C(=O)NCc1cccnc1
9	-10	17	Cc1ccc(C)c(NC(=O)CSc2nnc(-c3ccccc3)o2)c1
19	-17	3	Cc1ccc(CNC(=O)C2CCC(=O)N2Cc2ccc(C)cc2)cc1 (stereo unspecified)
22	-5	9	CCN(CC)C(=O)C1CCCN(Cc2ccc(N(C)C)cc2)C1 (stereo unspecified)
13	-15	2	O=C(CSc1n[nH]c(-c2cccs2)n1)N1CCOCC1
17	-1	10	Brc1ccc(-c2nc(-c3ccccc3)no2)o1
7	10	5	C=CCNC(=O)C(C)N1C(=O)c2ccccc2C1=O (stereo unspecified)
30	-6	12	O=C(CN1CCOCC1)Nc1ncccn1
20	-3	2	CN(C)/C=C1\C(=O)N(C)N=C1C(F)(F)F

The listing picks up, starting 2 compounds before the break.
item	OX1R antag-1	OX1R antag-2	canonical_smiles
29	-27	1	CN1C(=O)/C(=C\c2ccccc2F)Sc2ccc(C(=O)NC3CCN(Cc4ccccc4)CC3)cc21
30	-6	12	O=C(CN1CCOCC1)Nc1ncccn1
31	-25	2	O=C(Oc1ccc(-c2cnc3ccccc3n2)cc1)c1ccc(Br)o1
32	11	13	CCN(C(=O)CSc1nnc(-c2ccco2)n1CC)c1c(N)n(Cc2ccccc2)c(=O)[nH]c1=O
33	-17	15	COc1cccc(N2CC(=O)N(NC(=O)c3sc4nc(C)cc(C)c4c3N)CC2=O)c1
34	-6	8	Cc1cccc(CC(=O)N2CCN(C(=O)c3ccco3)CC2)c1
35	-15	14	CCOC(=O)c1ccccc1NC(=O)/C=C/C(=O)O
36	-19	3	CC(C)=CCN1CCN(Cc2ccc(Oc3ncccn3)cc2)CC1CCO (stereo unspecified)
37	-19	12	Cc1ccn2cc(C(=O)N3CCN(c4cnn(-c5ccccc5)c(=O)c4Cl)CC3)nc2c1
38	-5	9	O=C(CCSCc1cccc(F)c1)NCc1ccc(F)cc1
39	-14	46	Nc1c(C(=O)NCCN2CCOCC2)c2nc3ccccc3nc2n1-c1cccc(F)c1
40	1	18	Cc1cccc(NC(=O)COC(=O)Cc2c[nH]c3ccccc23)c1C
41	-15	14	Cc1ccc(-n2ncc3c2CC(C)(C)CC3NC(=O)CCc2ccc(=O)[nH]n2)cc1 (stereo unspecified)
42	-22	25	O=c1c2ccc([N+](=O)[O-])cc2ncn1Cc1ccccc1C(F)(F)F
43	-2	-3	CC1CCN(CCc2nc3cc(NC(=O)C(C)C)ccc3n2C)CC1
44	-24	36	COc1ccc(C(=O)Nc2nc(CC(=O)NCCc3ccccc3)cs2)cc1
45	9	6	CCOc1ccc2nc(NC(=O)CSc3nc4c(c(=O)n(C)c(=O)n4C)n3CC)sc2c1

item	OX1R antag-1	OX1R antag-2	canonical_smiles
46	-20	8	CCn1c(COc2ccccc2)nnc1SCC(=O)Nc1ccc2c(c1)OCCO2
47	-10	1	CCN1CCN(Cc2ccc(NC(=O)c3ccc(C)c(NC(=O)C4=NN(c5ccccc5)C(=O)C4)c3)cc2C(F)(F)F)CC1
48	-16	-21	O=C(CSc1ncnc2c1oc1ccccc12)NC1CCCC1
49	-14	-2	COC(=O)Cn1cnc2c(nnn2-c2ccc(OC)cc2)c1=O
50	-13	2	CCCNc1ncnc2onc(C)c12
51	-21	17	CCOC(=O)c1ccc(NC(=O)COc2ccccc2OC)cc1
52	-22	0	COc1ccc(N2CCN(C(=O)c3cn(CC4CCCCC4)nn3)CC2)cc1
53	-19	8	Cc1noc(C)c1C(=O)NCC1COc2ccccc2O1 (stereo unspecified)
54	-16	13	CCOC(=O)C1CN(c2cc3c(cc2F)c(=O)c(C(=O)O)cn3CC)OC1C(=O)OCC (stereo unspecified)
55	-16	17	COc1ccc(/C(O)=C2/C(=O)C(=O)N(CCCN(C)C)C2c2ccc(Cl)cc2)cc1OC (stereo unspecified)
56	-10	19	Cc1[nH]c2ccccc2c1C(=O)C(=O)Nc1ccc2c(c1)OCO2
57	-40	75*	CCOC(=O)c1c(C)[nH]c(C)c1C(=O)COc1ncnc2cc([N+](=O)[O-])ccc12
58	-2	32	O=S(=O)(c1cccc2nonc12)N1CCCCC1
59	-16	11	N#Cc1nc(N2CCCCC2)nc(N2CCOCC2)n1
60	-24	7	CN(CCOC(=O)c1ccc2c(c1)OCO2)C(C)(C)C

Three entries from above, ordered by their value in OX1R antag-1, largest number first:
item	OX1R antag-1	OX1R antag-2	canonical_smiles
47	-10	1	CCN1CCN(Cc2ccc(NC(=O)c3ccc(C)c(NC(=O)C4=NN(c5ccccc5)C(=O)C4)c3)cc2C(F)(F)F)CC1
50	-13	2	CCCNc1ncnc2onc(C)c12
57	-40	75*	CCOC(=O)c1c(C)[nH]c(C)c1C(=O)COc1ncnc2cc([N+](=O)[O-])ccc12

Remaining list, next part.
item	OX1R antag-1	OX1R antag-2	canonical_smiles
61	-7	10	CCNC(=O)C(CC(C)C)NC(=O)C(CO)NC(=O)C1CCC(=O)N1 (stereo unspecified)
62	7	52*	Cc1ccccc1-n1nnc2c(=O)oc3ccccc3c21
63	-8	14	Cc1cc(C(=O)Nc2cc(Br)ccc2O)on1
64	-1	-6	O=C(COC(=O)CCSc1ccc(Cl)cc1)NCCc1ccccc1
65	-11	43*	COC(=O)c1ccc(-c2n[nH]c(=O)c3ccccc23)cc1
66	-35	16	COc1ccc2nc(N3C(=O)C(O)=C(C(=O)c4ccco4)C3c3ccccc3OC)sc2c1 (stereo unspecified)
67	-38	7	O=C(NC(=S)Nc1ccccc1N1CCN(C(=O)c2ccccc2)CC1)c1cccs1
68	-15	13	O=C(Oc1ccc(N2C(=O)CCC2=O)cc1)c1ccccc1Cl
69	-17	1	CCOCCCNC(=O)c1ccc(OC(C)=O)cc1
70	-15	25	CC1(C)C(=O)Nc2ccccc2N1C(=O)COc1ncnc2ccccc12
71	-18	10	Cc1cccc(-c2c3c(=O)n(C)c(=O)n(C)c3cn2CC2CCCO2)c1 (stereo unspecified)
72	-8	71*	CCOCCCNC1=C(Cl)C(=O)c2ccccc2C1=O
73	-14	16	CCOC(=O)C1=C(N)c2ccccc2CC1C(C)C (stereo unspecified)
74	-4	8	Cc1c(C(=O)NCC2CCCO2)oc2c(Cl)cccc12 (stereo unspecified)
75	6	-17	O=C(CSc1nc2ccccc2c(=O)n1-c1ccccc1Cl)Nc1cccc(S(=O)(=O)N2CCOCC2)c1

item	OX1R antag-1	OX1R antag-2	canonical_smiles
76	-13	41	CC(C)(C)NC(=S)N/N=C/c1cc(Br)c(O)c(Br)c1
77	-45	23	COC(=O)C1=C(C(=O)OC)[C@@H]2N(Cc3ccccc3)c3ccccc3[C@@]23C[C@@H](CO)N(C(=O)NC2CCCC2)C3=N1
78	21	2	COCCCNC(=O)C[C@H]1C[C@H](C(=O)N2CCCCC2)[C@@]2(CCc3ccccc3)c3[nH]c4ccc(Cl)cc4c3CCN2C1=O
79	-10	34	O=C(NCC(=O)N(c1ccccc1)C(C(=O)NC1CCCC1)c1ccncc1)c1cccs1 (stereo unspecified)
80	-14	30	CC(=O)c1nn(-c2ccc(Br)cc2)cc1C(=O)c1ccco1
81	3	14	Cc1c(CCC(=O)NCCCN2CCCC2=O)c(=O)oc2c(C)c(O)ccc12
82	-44	38	Cc1ccc(S(=O)(=O)N(CC(=O)NN=C2CCN(C)CC2)c2ccc(F)cc2)cc1
83	-5	16	Cc1nc(N2CCN(S(=O)(=O)c3ccccc3)CC2)c2cc(-c3ccccc3)sc2n1
84	-19	26	O=C(CN(C(=O)c1csnn1)c1ccc(Cl)cc1)NCCc1ccccc1
85	-23	20	CCN(C(=O)C(C)Cl)c1ccccc1 (stereo unspecified)
86	-14	11	Clc1ccc(-c2nnc3sc(Cc4cccs4)nn23)c(Cl)c1
87	-9	-3	Cc1ccc(C(=O)N2c3ccccc3OCC2C)cc1 (stereo unspecified)
88	-27	2	CCCCN(C(=O)c1cc2c(s1)CCCCC2)c1c(N)n(CCC)c(=O)[nH]c1=O
89	-9	22	O=C1C2C3C=CC(CC3)C2C(=O)N1/N=C/c1c(O)ccc2ccccc12 (stereo unspecified)
90	-7	16	CCC(C)NC(=O)Cn1nc(C(F)(F)F)c2c1CCCC2 (stereo unspecified)

item	OX1R antag-1	OX1R antag-2	canonical_smiles
91	-21	28	Cc1cc(C)n(CC(O)COc2ccc(C(C)C)c(C)c2)n1 (stereo unspecified)
92	-9	27	Cc1csc2ncc(C(=O)Nc3ccon3)c(=O)n12
93	-17	-4	O=C(CSCc1ccc(Cl)cc1)Nc1ccc(S(=O)(=O)N2CCCCCC2)cc1
94	-14	14	COc1ccc(NC(C)=O)cc1NC(=O)CN1CCN(S(=O)(=O)c2ccc(C(C)C)cc2)CC1
95	-8	7	CC(=O)Nc1ccc(S(=O)(=O)NCCC(=O)OCC(=O)NNC(=O)c2ccccc2)cc1
96	4	-4	CCN1CC(C)C(O)(c2ccccc2)CC1C (stereo unspecified)

Compound activity: PubChem BioAssay, The Scripps Research Institute Molecular Screening Center
